# Assay outcomes: PubChem, several laboratories
# INS promoter inh: TRM-6 insulin promoter activity inhibition; 130,000 tested, 0.9% active; TRM-6 cells (human fetal islet line), insulin promoter-eGFP reporter, imaging; reporter expression induced with tamoxifen; AID 1273; inhibition, % at 2 µM;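 active = inhibition above the mean plus 3 SD, with well images judged a real hit on visual review, cut at about 60% in these data, passing the limit was not always enough; inconclusive = inhibition over the cutoff but images rejected on review; inactive = inhibition not above the cutoff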
# sdo1 growth: restores growth of sdo1-depleted yeast; S. cerevisiae sdo1-depleted JHY4D growth rescue, OD600 30 h; stronger effect = higher value; pdr5 snq2 efflux-pump mutant strain; z-score at 10 µM; 140,000 tested, 0.21% active; AID 817;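 active = z-score above 3 at both the 24 hr and the 30 hr optical density reads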;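 also: z-score against mean and SD of all compound wells on the same plate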
# sdo1 growth Rescue 24 h: second read-out of sdo1 growth, no call of its own (marks repeat the call); z-score; S. cerevisiae sdo1-depleted JHY4D growth rescue, OD600; measured here: growth rescue at 24 h;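 0 is the plate mean of compound wells and units are plate SD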
# Starred values were filed as active, the others as inactive; ? = inconclusive; · = no result given. Only part of the results is shown; the hit share may differ from the screen's.
SMILES,INS promoter inh,sdo1 growth,sdo1 growth Rescue 24 h
Nc1nc(Br)c2ccccc2c1-c1ccc(F)cc1,-81,-0.83,-0.27
O=c1c([N+](=O)[O-])cccn1Cc1ccc(F)cc1Cl,73*,·,·
Cc1cc(C)c2nc(NNC(=O)c3cc(-c4cccs4)nc4ccccc34)sc2c1,?,-2.2,-2.1
Cc1cc(/C=C2\SC(=S)NC2=O)c(C)n1C1CC1,-11,-1.2,0.8
CCOC(=O)c1sc(NC(=O)Nc2ccc(F)cc2)nc1C,44,-0.21,0.53
O=S(=O)(NCCc1ccc2c(c1)OCCO2)c1cccs1,·,-0.29,-0.74
O=CN1N=C(c2ccccc2)CC1c1ccccc1[N+](=O)[O-] (stereo unspecified),-41,0.42,0.39
O=C(O)CC(C(=O)OCC1CCCO1)N1CCOCC1 (stereo unspecified),-14,0.77,0
Cc1ccc(OCCCn2c(CO)nc3ccccc32)cc1,14,-0.04,-1.2
Cc1nc(NC(C)c2ccccc2)c2c3c(sc2n1)CCC3 (stereo unspecified),3,-2,-1.6
CCN=C1S/C(=C\c2ccc(O)c(OCC)c2)C(=O)N1CC,25,-1.3,-0.31
COc1ccc(CNn2c(-c3ccccc3F)nc3ccccc3c2=O)cc1OC,-7,·,·
O=C1CC(N2CCN(c3ccccc3)CC2)C(=O)N1CCc1ccccc1 (stereo unspecified),-11,1.6,1.2
O=C(NCCc1ccccc1)C1(c2ccccc2)CC1(Cl)Cl (stereo unspecified),-38,-0.69,-0.71
CCOC(=O)c1c(C)[nH]c(C(=O)Cn2nnc(-c3ccccc3)n2)c1C,4,-0.72,0.48
Cn1nnnc1SCC(=O)NCc1ccccc1,·,-0.5,-0.82
Cc1ccc([N+](=O)[O-])cc1S(=O)(=O)NCc1cccnc1,46,0.46,-0.04
OCCN(Cc1ccccc1)Cc1cccc(F)c1,-81,0.6,0.22
Cc1cc(C)c(C)c(C(=O)C2OC(=O)C(C)(C)C(=O)C2(C)C)c1C (stereo unspecified),-13,0.41,0.67
CCc1ccc(NC(=O)N(CCN(C)C)C(C)c2cccnc2)cc1 (stereo unspecified),·,0.12,-0.58
Cc1cc(C)c(NC(=O)Cn2c(=O)n(-c3ccc(CC(=O)NCC4CCCO4)cc3)c(=O)c3ccccc32)c(C)c1 (stereo unspecified),-13,·,·
O=C(CCCCCN1C(=O)c2ccccc2C1=O)NC1CCCC1,·,0.37,-0.28
COc1cccc(/C=C/C(=O)Nc2ccc(OC)nc2)c1,23,-0.57,-0.59
CC1CC(=O)Nc2ccccc2S1(=O)=O (stereo unspecified),·,-0.12,0.06
CC(C)COc1ccc(-c2nnc(-c3ccco3)o2)cc1,4,-0.73,-0.83
# Other records follow:
SMILES,INS promoter inh,sdo1 growth,sdo1 growth Rescue 24 h
Cc1ccc2[nH]c(=O)c(-c3nc4cc(C)ccn4c3NCc3ccco3)cc2c1,·,-1.3,0.04
COc1ccc(Cl)cc1C(=O)N(Cc1nc(-c2cccc(C)c2)no1)C(C)C,·,-0.8,-0.59
CCOc1ccccc1C1C(C(=O)Nc2ccc(OC)cc2)=C(C)Nc2nc(CCCO)nn21 (stereo unspecified),·,0.92,0.42
COCCN(CCOC)Cc1cc(=O)oc2cc3c(cc12)CCC3,8,-0.29,-0.46
CCCC(=O)NC(C)c1nc2ccccc2n1C (stereo unspecified),·,2.5,4
O=C(c1cc2sccc2n1Cc1ccc(F)cc1)N1CCc2ccccc21,44,-0.49,0.12
O=C(Nc1cc(C(F)(F)F)ccc1Cl)C1CCN(c2nnc(-n3cccc3)s2)CC1,-77,-1.2,-0.38
CCC(SC1=N/C(=C/c2ccccc2OC)C(=O)N1c1ccccc1)C(=O)Nc1cc(C)on1 (stereo unspecified),·,0.16,-0.04
COc1ccccc1NC(=O)C1=C(C)Nc2nnnn2C1c1ccccc1OC (stereo unspecified),-115,1,0.71
Cc1ccccc1Cn1cccc1/C=C1/C(=N)N2C=CSC2=NC1=O,·,-0.09,1
CCOc1cc(/C=N/Nc2nc(-c3cccc(S(=O)(=O)N4CCCC4)c3)cs2)ccc1O,57,-0.66,-0.82
O=[N+]([O-])c1ccc(-n2cccn2)c(-c2nn[nH]n2)c1,0,·,·
CC(=O)NN1C(=O)c2ccccc2NC1c1ccc([N+](=O)[O-])o1 (stereo unspecified),-80,·,·
COc1cc(-c2nnc(COC(=O)c3c4c(nc5ccccc35)CCCC4)o2)cc(OC)c1OC,-37,-0.55,0.89
CCOc1ccc(OCC)c(NC(=O)C2CCN(S(=O)(=O)c3cccc4nonc34)CC2)c1,17,0.73,1.9
Cc1c(NC2(c3nnnn3-c3ccc(Br)cc3)CCCCC2)c(=O)n(-c2ccccc2)n1C,58,-1.1,-0.71
Cc1nc2nc(Cc3ccccc3)nn2c(C)c1Cl,28,0.54,-0.47
N#CCCn1cnc2c(=S)nc[nH]c21,-321,0.86,0.47
CC(C)Oc1ccc(CCc2n[nH]c(=S)n2Cc2ccccc2)cc1,·,-1.1,-0.47
O=C(Nc1cccc([N+](=O)[O-])c1)Nc1ccc(Cl)cn1,18,·,·
COc1ccccc1CNC(=O)C1CCN(S(=O)(=O)c2ccc3c(c2)OCCCO3)CC1,·,0.78,0.45
COC(=O)CC1NCCNC1=O (stereo unspecified),·,1.2,0.58
O=C(NC1CCS(=O)(=O)C1)c1cn(-c2ccccc2)nc1-c1ccccc1 (stereo unspecified),·,0.79,0.63
COc1cccc(N=Cc2ccc(O)cc2O)c1,3,-0.64,0.49
Cc1ccccc1NC(=O)c1c(C)nn(-c2ccccc2)c1Cl,54,-0.51,-0.95

# 2 entries from above, as labelled records.
Cc1cc(C)c2nc(NNC(=O)c3cc(-c4cccs4)nc4ccccc34)sc2c1
- INS promoter inh: ?
- sdo1 growth: -2.2
- sdo1 growth Rescue 24 h: -2.1
Cc1cc(C)c(NC(=O)Cn2c(=O)n(-c3ccc(CC(=O)NCC4CCCO4)cc3)c(=O)c3ccccc32)c(C)c1 (stereo unspecified)
- INS promoter inh: -13
- sdo1 growth: ·
- sdo1 growth Rescue 24 h: ·

# Arranged by molar mass (lowest first): 5 of the compounds above.
SMILES,INS promoter inh,sdo1 growth,sdo1 growth Rescue 24 h
N#CCCn1cnc2c(=S)nc[nH]c21,-321,0.86,0.47
O=[N+]([O-])c1ccc(-n2cccn2)c(-c2nn[nH]n2)c1,0,·,·
Cc1ccccc1NC(=O)c1c(C)nn(-c2ccccc2)c1Cl,54,-0.51,-0.95
Cc1ccc2[nH]c(=O)c(-c3nc4cc(C)ccn4c3NCc3ccco3)cc2c1,·,-1.3,0.04
CCOc1ccc(OCC)c(NC(=O)C2CCN(S(=O)(=O)c3cccc4nonc34)CC2)c1,17,0.73,1.9

# Next results follow:
SMILES,INS promoter inh,sdo1 growth,sdo1 growth Rescue 24 h
Cc1nc2ccccn2c1C(=O)NNC(=S)Nc1ccc(Cl)cc1,33,0.92,0.43
C=C(C)Cn1c(SCC(=O)N/N=C/c2c(O)ccc3ccccc23)nc2ccccc2c1=O,·,0.34,0.51
CC1=C(C(=O)OC2CCCCC2)C(c2cccnc2)n2nnnc2N1 (stereo unspecified),12,1.3,1.4
CN1CCN(S(=O)(=O)c2ccc(Br)c3nsnc23)CC1,46,-1.2,-1.3
Cn1c(=O)c(C(=O)NC2CCCCCCC2)c(O)c2ccccc21,-6,-1.2,-0.33
COc1ccc(-c2noc(CN3CCOCC3)n2)cc1OC,19,-0.09,-0.24
COCCOC(=O)C(C#N)c1nc2ccccc2nc1N1CCN(Cc2ccccc2)CC1 (stereo unspecified),·,-1.5,-0.02
COCCN(CCOC)c1nc(S(=O)(=O)c2ccc(C)cc2)c(Cl)s1,-114,-0.9,-0.79
COC(=O)C1=C(C)Nc2c(c(=O)n(C)c(=O)n2C)C1c1ccc(C)cc1 (stereo unspecified),9,·,·
Cc1ccc(NC2=Nc3ccccc3CC2)cc1,-35,0.35,0.41
COC(=O)c1ccc(C(=O)OC)c(NC(=O)COC(=O)c2ccccc2OC)c1,-40,-0.85,-0.99
COc1ccc(CN(C(=O)CNC(=O)c2ccco2)C(C(=O)NC2CCCC2)c2ccco2)cc1 (stereo unspecified),25,0.42,0.14
COc1ccc2c(c1)cc1n2CCN2CCCN=C12,·,0.57,0.26
COc1ccc(-c2noc(COc3ccc4c(c3)OCO4)n2)cc1,-131,0.24,1.1
COc1cccc(CNC(=O)Cc2csc(Nc3nc(=S)[nH]c4ccccc34)n2)c1,0,·,·
O=C(Nc1cccnc1)c1cc2c(ccc3ccccc32)o1,-11,-1.6,-0.82
CC(C)c1nc2oc3c(NCC4CCCO4)ncnc3c2c2c1CCC2 (stereo unspecified),·,-0.56,-0.45
O=C(CCNC(=O)c1ccc(Cl)cc1)Nc1ccc(Cl)cc1F,·,-0.82,-1.3
O=S(=O)(NCCSc1nnnn1-c1ccccc1)c1cccs1,-35,0.07,0.58
CC1(C)CC(=O)C2=C(C1)NC(Nc1nc3ccccc3o1)=NC2c1ccccn1 (stereo unspecified),-13,·,·
COC(=O)C1CC(=O)c2sccc2C1 (stereo unspecified),-69,1.6,2.3
O=C(O)C(Cc1ccccc1)N1Cc2ccccc2C1=O (stereo unspecified),-21,-0.59,-0.27
Cc1cc(=O)oc2cc(OCC(=O)OCC(=O)N3CCc4ccccc43)ccc12,-22,1.4,1.7
COc1ccc(CCn2c(Br)nc3c2c(=O)[nH]c(=O)n3C)cc1,-20,0.14,-0.46
COc1cc(Cl)c(C)cc1NC(=O)CSc1nnc(-c2ccccn2)n1Cc1ccco1,·,-1.7,-0.64

# Retrieved by compound from above (3):
SMILES,INS promoter inh,sdo1 growth,sdo1 growth Rescue 24 h
CC1(C)CC(=O)C2=C(C1)NC(Nc1nc3ccccc3o1)=NC2c1ccccn1 (stereo unspecified),-13,·,·
COc1cccc(CNC(=O)Cc2csc(Nc3nc(=S)[nH]c4ccccc34)n2)c1,0,·,·
COc1ccc(CN(C(=O)CNC(=O)c2ccco2)C(C(=O)NC2CCCC2)c2ccco2)cc1 (stereo unspecified),25,0.42,0.14

# Next records follow:
SMILES,INS promoter inh,sdo1 growth,sdo1 growth Rescue 24 h
N=c1c2c(-c3ccccc3)c(-c3ccccc3)n(Cc3ccco3)c2ncn1Cc1ccccc1,-4,-2.2,-0.61
CC(C)(C)CC(C)(C)NC(=O)CSCC(=O)Nc1ccc2ccccc2c1,-31,-2.5,-2.2
Cc1ccc(-c2noc(CSc3nnnn3-c3ccccc3)n2)cc1,·,-1.1,0.05
O=C(c1cccs1)N1CCN(Cc2ccc3c(c2)OCO3)CC1,22,0.03,-0.28
CC1CCCCC1NC(=O)CCCc1nc2ccccc2c(=O)[nH]1 (stereo unspecified),44,-0.11,-0.51
CC(Oc1ccc(Cl)cc1)C(=O)OCC(=O)Nc1ncc(Cl)cc1Cl (stereo unspecified),20,0.57,0.87
CC(=O)C1=C(O)C(=O)N(Cc2cccnc2)C1c1ccc(Cl)cc1 (stereo unspecified),29,0.31,-0.42
O=C(CCc1nc2ccccc2s1)N1CCN(S(=O)(=O)c2cccs2)CC1,-48,-0.78,-0.43
CCOC(NC(=O)c1ccccc1)C(NC(=O)c1ccccc1)OCC (stereo unspecified),-5,0.43,0.38
O=C(O)C1CC=CCC1C(=O)Nc1ccccc1Cl (stereo unspecified),15,0.38,-0.11
CCCCSc1nnc(-c2ccc(C)cc2)o1,33,-0.78,-0.41
CCOC(=O)N1CCC(N(C(=O)Nc2ccc(CC)cc2)C(C)CC)CC1 (stereo unspecified),46,-0.97,-0.61
CCOC(=O)c1c(C)nc(SCC(N)=O)c(C#N)c1-c1ccccc1,-43,0.64,1.1
COc1ccc2c(CC(=O)NCc3ccc4c(c3)OCO4)coc2c1,·,-0.58,-0.58
CCOc1cc(C2C(C(=O)N3CCOCC3)=C(C)NC3=C2C(=O)CCC3)ccc1O (stereo unspecified),7,0.66,0.47
CCC1CCCCN1CCCNC(=O)CNC(=O)Cn1ccc2ccccc2c1=O (stereo unspecified),-3,2.1,1.2
Cc1ccc(N2C(N)=C(C#N)C(c3cccnc3)C3=C2CC(C)(C)CC3=O)cc1 (stereo unspecified),-83,1.6,1.8
O=C(CSc1nnc(-c2ccncc2)n1-c1ccccc1Cl)Nc1ccc(C(=O)O)cc1,18,·,·
O=C(Nc1ccccc1)c1cc2c(=O)c3ccccc3oc2nc1C(F)(F)F,33,-0.23,0.03
CCN(CC)S(=O)(=O)c1cccc(-c2nnc(SC(C)C(N)=O)n2CCc2ccccc2)c1 (stereo unspecified),-3,0.21,0.13
OC(CNCc1ccccc1C(F)(F)F)C(F)(F)F (stereo unspecified),15,·,·
O=C(NS(=O)(=O)Oc1ccc(F)c(Cl)c1)OC[C@@H]1CCCN2CCCCC12 (stereo partly specified),5,·,·
COC(F)(C(=O)Nc1ccc2c(c1)C(=O)NC2=O)C(F)(F)F (stereo unspecified),·,0.29,-0.91
C/C(=N\NC(=O)c1ccc(Cl)cc1)c1cccs1,-144,·,·
COc1ccccc1Nc1nc(C)cc(=O)[nH]1,-353,0.36,0.32
CC(=O)Nc1ccc(N2C(=O)CSC2c2c(F)cccc2Cl)cc1 (stereo unspecified),8,0.02,-0.46

# Compound profiles, as listed above. Order of values: INS promoter inh | sdo1 growth | sdo1 growth Rescue 24 h
# Listed for CC(C)(C)CC(C)(C)NC(=O)CSCC(=O)Nc1ccc2ccccc2c1 : -31 | -2.5 | -2.2
# Listed for Cc1ccc(-c2noc(CSc3nnnn3-c3ccccc3)n2)cc1 : · | -1.1 | 0.05
# Listed for CCCCSc1nnc(-c2ccc(C)cc2)o1 : 33 | -0.78 | -0.41
# Listed for CCOc1cc(C2C(C(=O)N3CCOCC3)=C(C)NC3=C2C(=O)CCC3)ccc1O (stereo unspecified) : 7 | 0.66 | 0.47
# Listed for CCN(CC)S(=O)(=O)c1cccc(-c2nnc(SC(C)C(N)=O)n2CCc2ccccc2)c1 (stereo unspecified) : -3 | 0.21 | 0.13
